# Screening results deposited in PubChem BioAssay by several laboratories.
# HTR5A ag = HTR5A agonism, opioid heterodimer counter-screen. HTR5A agonist assay, luminescence, cell-based. activation, % at 9.3 µM. actives 0.61% (n = 340,000). AID 504692; in the data active means activation mostly above about 9.5%, no sharp cut-off; inactive means mostly below about 7.6%;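 further: 0% = cells with vehicle only and 100% = reference agonist; strong numbers were not always called active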
# V-ATPase pHluor = yeast V-ATPase proton transport regulation by pHLuorin; S. cerevisiae, pHLuorin cytosolic pH fluorescence; response, % at 10 µM; actives 0.37% (n = 350,000); in the data active means response mostly above about 7.3%, no sharp cut-off; inactive means mostly below about 5.4%; further: actives read high; inactives centre near 0; some compounds called inactive have numbers as strong as hits; reference of the scale not given here
# RTF Ca sens act = cardiac RTF calcium sensitization. IANBD-labeled TnC RTF fluorescence at EC20 calcium; 0% EC20 calcium, 100% full calcium. activation, % at 7.2 µM. actives 0.24% (n = 340,000);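 active means activation above the mean over all tested compounds plus 3 SD, cut at about 30% in these data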;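 further: rise in fluorescence read as greater calcium sensitivity of cardiac thin filaments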
# HTR5A inv ctr = HTR5A inverse agonism, opioid heterodimer counter-screen; HTR5A cell line, luminescence; inhibition, % at 9.3 µM; actives 0.083% (n = 340,000); AID 504634; in the data active means inhibition mostly above about 23%, no sharp cut-off; inactive means mostly below about 18%;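 further: 0% = cells with DMSO and 100% = no-cell wells with DMSO; some compounds called inactive have numbers as strong as hits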
# CAL-PDZ inh HTS = inhibitors of human CAL PDZ peptide binding. inhibition, % at 24.9 µM. purified CAL PDZ, TMR-peptide fluorescence polarization, 1 h. AID 602252. actives 0.92% (n = 300,000);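 active means mean inhibition of at least 30% with at least half of replicates also reaching 30%; inconclusive means no clear call, values can overlap the other calls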;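 further: 0% = DMSO neutral control and 100% = excess unlabeled competitor peptide PRC23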
# C-LANA FP = inhibitors of KSHV LANA C-terminal domain DNA binding. MBP-C-LANA/FAM-LBS DNA binding, fluorescence polarization. inhibition, % at 9 µM. actives 0.078% (n = 340,000);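 active means highest replicate inhibition at or above 60% at 9 µM, even if other replicates fall short; inactive means all replicates below 60% inhibition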;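 further: 0% = neutral control wells and 100% = 4 µM acridine orange control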
# Keap1 Nrf2 FP = inhibitors of human Keap1-Nrf2 protein-protein interaction. Q14145. Keap1 Kelch-Nrf2 peptide fluorescence polarization, 1536-well. inhibition, % at 9.4 µM. actives 0.15% (n = 340,000). AID 504523; in the data active means inhibition above about 12%; inconclusive means no clear call, values can overlap the other calls; inactive means below about 7.3%;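 further: human Keap1 Kelch domain with fluorescein labeled Nrf2 9mer peptide probe; 0% = neutral control wells and 100% = peptide positive control; higher means more block of Keap1 binding to Nrf2 peptide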
# Cardiac RTF inh = cardiac RTF calcium desensitization. P19429+P45379. inhibition, % at 7.15 µM. IANBD-labeled cardiac RTF, Ca2+ fluorescence. actives 0.12% (n = 340,000);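 active means inhibition above the mean inhibition of all tested compounds plus 3 SD, cut at about 17% in these data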;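 further: assay run at fixed EC70 calcium of 1.6 mM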
# MOR-DOR inv ag = inverse agonist of human OPRM1-OPRD1 heterodimerization. inhibition, % at 9.3 µM. P35372+P41143. actives 0.21% (n = 340,000). cell-based MOR-DOR heterodimer luminescence, inverse agonism; in the data active means inhibition above about 22%, passing the limit was not always enough;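 further: 0% = cells with DMSO and 100% = wells without cells with DMSO; values of inactives mirror those of a sister screen read the other way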
# Target sequence (P35372 whole entry, looked up): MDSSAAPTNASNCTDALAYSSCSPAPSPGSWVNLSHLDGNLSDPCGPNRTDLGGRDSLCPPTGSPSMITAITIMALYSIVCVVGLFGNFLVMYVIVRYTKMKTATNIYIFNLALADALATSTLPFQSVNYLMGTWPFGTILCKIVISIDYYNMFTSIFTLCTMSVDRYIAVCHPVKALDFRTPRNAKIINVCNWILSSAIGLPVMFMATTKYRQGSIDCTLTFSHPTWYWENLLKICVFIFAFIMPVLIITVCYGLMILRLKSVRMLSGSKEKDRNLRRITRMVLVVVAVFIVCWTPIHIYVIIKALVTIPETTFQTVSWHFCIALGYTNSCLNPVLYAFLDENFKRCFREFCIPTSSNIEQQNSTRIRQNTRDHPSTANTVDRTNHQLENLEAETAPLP
# Target sequence (P41143 whole entry, looked up): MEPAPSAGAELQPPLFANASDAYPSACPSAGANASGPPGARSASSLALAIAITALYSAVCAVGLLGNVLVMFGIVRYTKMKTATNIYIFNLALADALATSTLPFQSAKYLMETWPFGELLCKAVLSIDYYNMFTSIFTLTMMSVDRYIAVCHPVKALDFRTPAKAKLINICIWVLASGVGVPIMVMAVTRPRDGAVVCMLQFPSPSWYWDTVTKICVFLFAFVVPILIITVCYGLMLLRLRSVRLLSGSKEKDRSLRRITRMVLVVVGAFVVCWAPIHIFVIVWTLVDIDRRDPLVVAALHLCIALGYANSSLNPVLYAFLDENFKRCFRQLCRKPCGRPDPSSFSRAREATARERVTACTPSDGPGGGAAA
# OPRM1-OPRD1 ag = agonists of human mu-delta opioid receptor heterodimerization. cells, OPRM1-OPRD1 heterodimerization, luminescence. activation, % at 9.3 µM. actives 0.3% (n = 340,000). AID 504326; in the data active means activation above about 18%;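 further: 0% = vehicle-treated cells and 100% = reference agonist; values of inactives mirror those of a sister screen read the other way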
# * = called active by the depositor; i = inactive; ? = inconclusive; · = no result given. Rows were taken by chance (roughly 2.8% active in at least one column).
SMILES,HTR5A ag,V-ATPase pHluor,RTF Ca sens act,HTR5A inv ctr,CAL-PDZ inh HTS,C-LANA FP,Keap1 Nrf2 FP,Cardiac RTF inh,MOR-DOR inv ag,OPRM1-OPRD1 ag
Cc1cc(C)n2nc(SCCCC(=O)c3ccccc3)nc2n1,3,-1,11,15,1,1.5,-4,-3,11,-2.3
Cc1c(S(=O)(=O)N2CCOCC2)c(=O)n(C)c(=O)n1C,-2,4,6,11,-1,-0.2,2,-2,10,-1.7
COC(=O)CNC(=O)CN1C(=O)N(c2ccccc2)C(N(O)C(=O)Nc2ccccc2)C1(C)C (configuration not stated),8,2,1,-10,9,-1.7,1,-16,10,-2.4
COc1ccc(-n2c(Cn3c(=O)sc4ccccc43)nnc2SC)cc1,12*,-4,13,-33,·,-0.3,-4,2,0,0.1
COc1cccc(C2Nc3ccc4ccccc4c3C3=C2C(=O)CC(C)(C)C3)c1OCC(=O)O (configuration not stated),-4,-6,0,15,0,-0.2,1,-4,-3,0.6
COc1ccc(S(=O)(=O)N(C)c2ccc(C(=O)NCC3CCCO3)cc2)cc1 (configuration not stated),-1,1,-3,10,-1,1.4,1,-6,19,-3.3
Cn1c(O)c(N=NC(=O)CNC(=O)c2ccccc2)c2ccccc21,-3,-1,5,10,-1,-0.7,-6,-6,1,-0.1
O=C(Nc1ccc(Cl)cc1)N1CCCN(Cc2ccccc2F)C1,4,0,-1,-31,·,-0.4,-2,-10,8,-1.5
Cc1cc(-c2nn(-c3ccccc3F)cc2CNCCc2cnc[nH]2)c(C)s1,-3,1,4,-9,-1,-1.8,-5,2,i,144*
[O-][n+]1c2ccccc2c2n1CCN=C2c1ccc(Cl)cc1,4,-1,2,-10,-23,0.6,1,-10,10,-1.8
O=C(Cn1c2ccccc2c(=O)c2ccccc21)Nc1cccc(F)c1,-1,-1,4,2,-4,-0.3,-5,-16,-125,17
CS(=O)(=O)Nc1ccc(C(=O)N2CCc3ccccc3C2)cc1,1,0,0,-3,4,0.8,-8,0,2,-0.3
O=C(NCCC(=O)N1CCC2(CC1)NCCc1[nH]cnc12)c1cccc(Cl)c1,-2,0,1,-7,6,0.5,2,-9,10,-1.8
CN1c2ccccc2C(O)=C(C(=S)Nc2ccc(Cl)cc2)S1(=O)=O,4,2,-3,-16,7,-2.7,3,-3,17,-3.1
COc1ccc(Cl)c2sc(N3CCN(C(C)=O)CC3)nc12,3,4,9,4,-3,0.7,-2,-2,13,-2.5
C=CCOc1cccc(/C=C/c2nc3ccccc3c(=O)[nH]2)c1,1,-4,-3,-4,-3,0.7,0,5,-10,2.2
CCOc1cccc(C(=O)Nc2cccc(-c3nc4ncccc4o3)c2C)c1,-4,-2,-1,13,-1,-0.4,-2,2,7,-1.2
Cc1cc(C)nc(-n2ncc3c2CC(c2ccc(C(C)C)cc2)CC3=O)n1 (configuration not stated),3,3,0,-3,-4,-0.5,-2,2,-3,0.6
Cc1cc(=O)c(C(=O)O)nn1-c1ccccc1F,-1,1,5,3,-2,0.7,-4,-9,12,-1.8
CCOc1cc(S(=O)(=O)N2CCN(c3ccc(F)cc3)CC2)c(OCC)cc1-n1cnnn1,-3,-4,6,0,-3,0.0,-4,-5,4,-0.7
N#C/C(=C\c1ccccc1Cl)C(=O)Nc1ccccn1,0,-3,-3,1,0,2.7,-3,-3,10,-2.3
COCCCNC(=O)/C(C#N)=C/c1c(N2CCCCCC2)nc2ccccn2c1=O,-2,0,-1,9,3,-2.4,-1,-8,7,-1.6
COC(CNC(=O)c1ccc(N2CCCC2=O)cc1)OC,-2,-2,6,20,-1,-0.2,-5,-4,12,-2.3
CCN(C(=O)CSc1nc2cc(C(F)(F)F)ccc2n1Cc1ccccc1)C1CCS(=O)(=O)C1 (configuration not stated),-1,-2,2,1,-5,-0.8,-6,-5,4,-0.7
O=C(Nc1ccncc1)C1(c2ccccc2)CCCC1,-1,2,-1,-12,2,-1.1,0,2,1,-0.2
CCCCn1c(N)c(N(CCOC)C(=O)CSCc2ccc(Cl)c(Cl)c2)c(=O)[nH]c1=O,5,4,-1,9,-6,0.1,-5,1,11,-1.8
Cc1ccc(C)c(NC(=O)C2CCCN2C(=O)OC(C)(C)C)c1 (configuration not stated),4,-4,-2,-20,11,-0.5,0,-6,17,-4.0
CC(=O)Nc1ccc(C(=O)OCC(=O)N2CCN(C(=O)c3ccco3)CC2)cc1,6,1,-5,-21,·,0.8,-4,-5,-5,0.9
COc1ccc(OC)c(CN2CCN(Cc3cc(=O)oc4cc(O)ccc34)CC2)c1,2,6,0,-8,-3,1.3,-5,-3,-7,1.0
COc1ccccc1OCC(=O)N/N=C/C=C/c1ccc([N+](=O)[O-])o1,2,-2,-3,14,-2,-0.4,-1,-8,5,-0.9
O=C(Nc1ccc(N2CCN(C(=O)c3ccco3)CC2)c(Cl)c1)c1cc2ccccc2o1,14*,2,-2,16,-4,1.6,1,2,-38,6.3
O=S(=O)(c1ccccc1)c1cnn2c(C(F)(F)F)cc(-c3ccccc3)nc12,2,-7,2,-4,5,-0.6,-6,-1,-7,1.7
CCOC(=O)/C=C(C)\C=C\c1c[nH]c2ccccc12,1,3,0,-9,-1,-0.3,-2,-1,-32,6.5
COc1cccc(CN2CC(C(=O)NCCc3ccccc3C(F)(F)F)CCC2=O)c1 (configuration not stated),-1,3,-9,4,57*,-0.1,0,-1,9,-1.8
CC(C)NC(=O)NC1C2CC3CC(C2)CC1C3 (configuration not stated),3,0,0,1,12,0.0,-5,-11,8,-1.8
CCN(CC(=O)NCc1ccc(Cl)cc1)C(=O)/C=C/c1cc(OC)c(OC)c(OC)c1,0,0,-5,-4,3,-1.0,0,-7,9,-1.7
CN(C)CCC1Sc2ccccc2Oc2ccccc21 (configuration not stated),3,3,0,12,-7,0.3,4,-9,3,-0.5
CCCCCCSc1ccc([C@H]2N[C@@](C)(C(=O)OC)[C@H]3C(=O)N(CC)C(=O)[C@@H]23)cc1,3,2,3,5,-1,0.3,-2,3,-21,4.5
C/C(=N\NC(=O)c1ccc(Cl)c(Cl)c1)c1ccc(Br)s1,3,1,0,-8,0,-0.2,-1,-2,11,-1.8
O=C(c1cc(C(=O)N2CCCC2)cc([N+](=O)[O-])c1)N1CCCC1,-1,3,0,3,8,0.6,1,0,3,-0.6
O=C(COC(=O)c1ccc(O)cc1)NC1CCCC1,-1,10,-11,5,-3,3.0,-4,-3,0,-0.1
CC1(C)CC(=O)C=C(Nc2ccc([N+](=O)[O-])cc2)C1,-2,1,3,6,-3,-0.2,-3,-1,-1,0.1
Cc1ccc(N2CS(=O)(=O)/C(=C/N(C)C)C2=O)cc1,-3,0,-1,6,0,-0.2,-1,-4,14,-3.0
CN(CC(=O)Nc1ccccc1Cl)C(=O)CSc1nnc(N)s1,-5,0,-1,3,1,1.3,-3,-11,6,-0.9
Cn1c(=O)c2c(SCC(=O)Nc3ccccc3F)nc(-c3ccccc3F)nc2n(C)c1=O,-1,-2,-4,5,4,2.2,-5,-1,18,-3.2
CCOC(=O)CSc1nc2ccccc2c(=O)n1-c1ccc(C)cn1,2,-3,-8,-4,-5,1.9,3,-15,17,-2.7
CCN(CC)S(=O)(=O)c1ccc(NC(=O)COc2c(OC)cccc2OC)cc1,13*,2,-3,3,3,0.6,0,-11,2,-0.3
COc1ccc(-c2nnc(SCC(=O)Nc3ccc4c(c3)OCCO4)n2N)cc1OC,-1,-3,-3,-14,-3,-0.2,2,-3,17,-3.2
N=C1C(c2nc3ccccc3c(=O)[nH]2)=C(O)CN1CCc1ccccc1,-1,-5,-3,4,·,-0.4,-6,5,15,-2.5
CO/N=C\CC(=O)Nc1ccc(F)cc1,1,0,-3,-6,-3,1.7,1,-6,4,-0.8
Cc1ccc(C)c(-c2cc(C(=O)N/N=C/c3cccnc3)c3ccccc3n2)c1,4,-1,1,-59,·,1.4,-4,-4,5,-0.7
O=C1c2cccc3cccc(c23)C(=O)N1CCCCCc1n[nH]c(=S)o1,2,2,8,-5,-4,0.3,-2,-3,-6,1.2
CCN(CC)c1ccc(NC(=O)CCCOc2cccc(C)c2)cc1,3,-3,-1,-7,2,0.0,1,-7,-4,0.9
Cn1cnnc1SCC(=O)OCN1C(=O)c2ccccc2C1=O,-1,-1,-9,7,-3,0.8,6,-13,14,-3.4
CCCN(CC(=O)Nc1ccc(F)c(F)c1F)C(=O)c1cc(S(=O)(=O)N(C)C)ccc1N1CCCC1,-2,-2,0,11,-5,1.1,2,-7,19,-4.8
O=C1CCc2cc(S(=O)(=O)NC(Cc3ccccc3)C(=O)NC3CCCCC3)ccc2N1 (configuration not stated),5,1,2,-15,·,1.3,-2,-5,16,-3.2
COc1ccc(S(=O)(=O)NCc2ccc(C(=O)N3CCN(c4ccccn4)CC3)cc2)cc1,2,0,10,-9,·,0.4,-1,-9,11,-2.0
COc1ccc([C@H]2CC(=O)C=C(c3cccc(Br)c3)C2)cc1,7,1,-6,26,-5,2.0,-6,-3,-29,5.3
COc1ccccc1NS(=O)(=O)c1ccc(C(=O)NCc2ccc(S(N)(=O)=O)cc2)cc1,-1,3,4,2,-6,0.9,-7,-2,10,-2.0
CCOC(=O)c1sc(NC(=O)c2ccc(=O)[nH]c2)nc1C,2,-3,1,-5,-3,-1.1,-5,6,4,-0.6
# (cont.)
SMILES,HTR5A ag,V-ATPase pHluor,RTF Ca sens act,HTR5A inv ctr,CAL-PDZ inh HTS,C-LANA FP,Keap1 Nrf2 FP,Cardiac RTF inh,MOR-DOR inv ag,OPRM1-OPRD1 ag
COc1ccc(C(=O)Nc2nnc(SCC(=O)NC3CCCC3)s2)c(OC)c1,4,1,-1,-14,-3,0.9,-1,-5,-5,1.4
O=C(COC(=O)c1c(F)cccc1F)Nc1ccc2[nH]c(=O)[nH]c2c1,-1,-1,1,13,-3,1.1,-6,0,9,-1.4
COc1ccc(S(=O)(=O)Nc2c(C)cc(C)cc2C)c2cccnc12,6,-2,3,-16,·,1.3,-7,-3,7,-1.3
CCCn1c2ccc(C)cc2c2nnc(SCCN3CCCCC3)nc21,-6,-3,-4,20,-3,0.3,-2,-8,-4,0.8
O=C(NC1CC1)C1=C[C@H](c2ccc(C(F)(F)F)cc2)C[C@H](OCc2ccc(CO)cc2)O1,-1,1,4,2,-1,-0.5,-4,-1,15,-2.5
CN(C)c1nc(Cl)nc(N(C#N)CCOc2ccccc2)n1,8,3,4,-31,-5,-0.4,-4,-13,0,0.1
Cc1c(NC(=S)N2CCN(c3ccc(F)cc3)CC2)c(=O)n(-c2ccccc2)n1C,5,0,3,-15,5,-3.1,-5,-6,12,-2.4
CCc1cccc(NC(=O)c2snc3c(=O)[nH]cnc23)c1,3,-2,14,-9,·,-0.3,-3,-1,9,-1.7
O=C(CSc1nnc(C2CC2)n1-c1ccccc1)N1CCNC1=O,5,3,-3,-20,·,7.4,?,-1,-3,0.6
Cc1c(C)c(C)c(S(=O)(=O)NCCc2ccncc2)c(C)c1C,0,-2,9,-2,-4,-2.1,3,-6,3,-0.7
